NR2E3 ag-1 = inhibitors of NR2E3-RetCOR corepressor binding, primary screen, NR2E3 agonist project, biochemical, TR-FRET, GST-NR2E3, biotin-RetCOR; 1536-well; Photoreceptor-specific nuclear receptor (Homo sapiens), Q9Y5X4; inhibition of corepressor binding, % at 4.78 µM; 320,000 tested, 0.12% active; AID 2300, 2010;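 active = percent inhibition above the cutoff of mean plus 3 SD of all tested compounds, set per screening campaign, cut at about 20% in these data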;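 also: 0% = DMSO wells and 100% = biotin wells as full block of FRET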
Target sequence (Q9Y5X4 whole entry, looked up): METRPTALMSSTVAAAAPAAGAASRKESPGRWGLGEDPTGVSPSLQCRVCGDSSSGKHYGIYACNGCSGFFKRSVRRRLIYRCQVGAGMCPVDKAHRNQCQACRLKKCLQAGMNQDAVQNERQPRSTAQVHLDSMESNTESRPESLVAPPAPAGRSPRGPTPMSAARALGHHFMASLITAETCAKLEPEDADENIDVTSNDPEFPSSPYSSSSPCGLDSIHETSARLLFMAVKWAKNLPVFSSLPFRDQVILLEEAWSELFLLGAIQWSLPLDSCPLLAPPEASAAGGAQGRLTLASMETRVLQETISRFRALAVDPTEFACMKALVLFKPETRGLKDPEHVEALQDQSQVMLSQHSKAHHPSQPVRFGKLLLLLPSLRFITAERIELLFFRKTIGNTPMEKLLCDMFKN
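Material: NR2E3–RetCOR corepressor complex / Incubation: Compound–protein incubation for 5 h at 4 °C / Dosing: compound at 4.8 µM, single dose / Detection: time-resolved FRET / Benchmarks: high control biotin, low control 0.6% DMSO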
LMP1 NFkB inh = EBV LMP1-driven NF-kappaB luciferase reporter inhibitors, primary screen, cell-based, luminescence, single point; inhibition, % at 12.5 µM; LMP1-induced NF-kappaB luciferase reporter cells; AID 504558, 2011; 350,000 tested, 0.69% active; in the data active = inhibition above about 41%;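 also: 0% = neutral control wells and 100% = reference inhibitor control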
CF NFkB inh = inhibitors of PAF-induced NF-kB signaling, primary screen, cell-based, GFP fluorescence, uHTS; KKLEB NF-kB-GFP reporter, GFP fluorescence overnight; inhibition, % at 5 µM; 360,000 tested, 0.86% active; AID 588850, 2011;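 active = at least 50% inhibition at 5 µM, scaled per plate between neutral and stimulator controls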;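 also: PAF is a Pseudomonas aeruginosa culture filtrate used as stimulus; plate controls were PAF-stimulated DMSO wells for no effect and unstimulated DMSO wells for full effect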
Peg3 prom inh = Peg3 promoter-driven luciferase inhibitors, primary screen, cell-based, HeLa, luciferase luminescence; AID 588405, 2011; 360,000 tested, 1.7% active; HeLa PEG-Prom luciferase reporter, overnight; inhibition, % at 20 µM;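 active = inhibition of at least 50% at 20 µM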
TRPM1 prom inh = inhibitors of MITF-dependent TRPM1 promoter reporter, primary screen, cell-based, SK-MEL-5, single point, luciferase | SK-MEL-5 TRPM1 promoter luciferase, 24 h | inhibition, % at 12.5 µM | 330,000 tested, 0.83% active | AID 488899, 2010;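 active = mean inhibition across replicates of 60% or more, whatever share of single replicates reaches that level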; also: values of inactives mirror those of a sister screen read the other way
C8 TRAIL sens = viability loss with TRAIL in NB7+C8 cells, primary screen, TRAIL sensitizer project, cell-based, ATPlite luminescence | inhibition (viability loss, TRAIL sensitization), % at 10 µM | 360,000 tested, 1% active;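 active = compounds causing at least 50% loss of cell viability in the single-dose screen, relative to plate controls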
hiPSC survival = enhancers of single-cell hiPSC survival, primary screen, ATPlite luminescence; 360,000 tested, 0.044% active; survival enhancement, % at 20 µM; AID 602274, 2012; 100% = ROCK inhibitor wells, 0% = DMSO; in the data active = survival enhancement above about 18%;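 also: cells exposed to compounds for 16 hours before the ATP read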
NR2E3 ag-2 = NR2E3 agonists in two-hybrid cells, primary screen, cell-based, luminescence, CHO-S, Gal4-NCOR/VP16-NR2E3. luciferase. Photoreceptor-specific nuclear receptor (Homo sapiens), Q9Y5X4. inhibition of corepressor binding, % at 3.98 µM. 360,000 tested, 0.35% active. AID 602229, 2012;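 active = inhibition above the mean of all tested compounds plus 3 SD, cut at about 70% in these data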;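 also: 0% = DMSO with NR2E3 transfected cells and 100% = cells lacking NR2E3 construct; higher means lower luciferase signal from less NR2E3 corepressor binding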
Shn3 inh set2 = reduction of Shn3 3'UTR firefly luciferase signal, primary screen, Schnurri-3 inhibitor project, cell-based, Clone20 osteoblasts, set 2; Clone20 osteoblast Shn3 3'UTR firefly luciferase, 24 h; inhibition, % at 12.5 µM; 360,000 tested, 0.52% active; AID 588674, 2011;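 active = mean inhibition of at least 75% with every replicate also reaching 75%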;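 also: 0% = median of neutral control wells and 100% = pilot-screen positive control compound; some compounds past the cut are filed as inactive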
KKLEB tox = cytotoxicity in KKLEB CF airway cells, primary screen, cytotoxicity control for CF NF-kB inhibitor project, cell-based, uHTS, fluorescence assay plates. KKLEB CF airway cells viability, ATPlite luminescence, overnight; stronger effect = lower value; cells stimulated with P. aeruginosa culture filtrate. AID 602141, 2011. activity change (cytotoxicity), % at 5 µM. 360,000 tested, 0.36% active;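 active = corrected activity change at or below -50% at 5 µM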
HIF-2a inh = HIF-2a reporter inhibitors, primary screen, luminescence, 786-0 RCC cells | 786-0 RCC cells HIF-2a reporter, luciferase luminescence, overnight | inhibition, % at 18.8 µM | 360,000 tested, 0.72% active;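 active = inhibition of the luminescence signal of 40% or more relative to plate controls, in a single-dose primary screen at 18.75 µM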
An asterisk follows results filed as active; nt = not tested or not shown. Some of the compounds tested. The share of hits here may be higher or lower than overall.

Every second line gives: NR2E3 ag-1	LMP1 NFkB inh	CF NFkB inh	Peg3 prom inh	TRPM1 prom inh	C8 TRAIL sens	hiPSC survival	NR2E3 ag-2	Shn3 inh set2	KKLEB tox	HIF-2a inh
Cn1c(=O)c2c(nc(N/N=C/c3cccs3)n2Cc2ccccc2)n(C)c1=O
  1	11	-18	8	11	18	0.7	-13	50	-14	-3
CCC(C)c1ccccc1NC(=S)Nc1cccnc1 (stereo not given)
  0	4	1	16	4	-25	-3.4	-6	-10	6	11
CSCCC(NC(=O)c1ccc([N+](=O)[O-])cc1Cl)C(=O)OCC(=O)NC1CCCC(C)C1C (stereo not given)
  4	0	5	8	14	0	-0.8	14	6	8	10
O=C(NCc1ccco1)c1ccccc1-c1nc(-c2ccccc2)no1
  1	-13	-7	-9	5	4	3.3	-14	-5	6	-42
CCOC(=O)COn1c(=O)c(=O)n(OC)c2ccccc21
  5	-4	21	2	-2	4	0.9	5	18	3	8
CCCn1nc(C(=O)N2CCN(c3ccccn3)CC2)c2ccccc2c1=O
  nt	2	-20	-4	5	0	-0.2	13	2	6	-6
CCOc1ccc(OCC)c(NC(=O)CSc2nnc(Cn3cnc4ccccc43)n2C)c1
  -1	8	-1	14	2	6	1.7	4	14	-11	11
O=C(C1CCC(Cn2c(=S)[nH]c3ccccc3c2=O)CC1)N1CCOCC1 (stereo not given)
  0	0	-1	17	16	0	-0.8	4	9	-9	6
Cc1cc(-c2nn(-c3ccccc3F)cc2CN2CCCC(O)C2)c(C)s1 (stereo not given)
  1	-9	4	3	4	-10	-0.1	-8	4	-7	5
COc1cc(C(C#N)N2CCC(c3ccccc3)=N2)ccc1O (stereo not given)
  0	-1	3	-16	-10	-36	0.0	-25	-54	-5	-17
O=C(NCc1ccc2c(c1)OCO2)C1CC(=O)N(c2ccc(Cl)cc2)C1 (stereo not given)
  4	-4	-1	11	8	1	-0.2	9	-7	-7	10
C[C@H](CO)N1C[C@H](C)[C@H](CN(C)S(C)(=O)=O)OCc2cnnn2CCCC1=O
  nt	3	1	17	nt	-6	-0.9	-1	-8	4	3
Cc1ccccc1CN1C(=O)/C(=C\c2ccc(C(=O)NCCN3CCOCC3)cc2)Sc2ccccc21
  2	7	13	57*	-3	9	-0.3	46	16	7	18
COc1ccc(NS(=O)(=O)c2cc(NC(=O)Cc3c(F)cccc3Cl)ccc2OC)cc1
  3	2	-30	-10	-7	-12	0.2	-15	-1	0	-24
COc1ccc(N(CC(=O)Nc2cccc(C)c2)S(=O)(=O)c2ccc(C)cc2)cc1OC
  0	7	8	17	10	8	-0.3	-17	30	-3	7
O=S1(=O)CCOC[C@H](CC2CCCCC2)N1Cc1cccc(F)c1
  -2	2	8	15	3	3	3.6	25	4	-3	11
Cc1ccc2oc(C(=O)NC3CCS(=O)(=O)C3)c(C)c2c1 (stereo not given)
  nt	1	-24	-39	-7	-6	0.4	-8	-13	4	-39
CCCCN(C)C(=O)c1nc2ccccn2c1CN1CCC[C@H]1C(=O)OC
  2	4	13	5	4	0	-0.4	-8	-21	-7	7
Cc1ccc2nccc(C(=O)N3CCCC(N4CCN(c5ccc(F)cc5)CC4)C3)c2c1 (stereo not given)
  0	4	6	5	12	10	-0.4	24	-7	-3	19
O=C(NC(Sc1ccc(Cl)cc1)C(=O)O)c1ccccc1 (stereo not given)
  nt	-18	-34	20	nt	-6	-1.5	1	-14	1	10
O=C(C1=C(O)C(=O)N(CC2CCCO2)C1c1cccc(O)c1)c1ccco1 (stereo not given)
  6	-13	7	10	-10	-15	-0.1	-3	-24	3	18
CC(C)(C)c1ccc(C(=O)N2CCC2(C)C(=O)NCc2ccc3c(c2)OCO3)cc1 (stereo not given)
  nt	nt	13	-2	nt	0	-0.6	-2	23	-5	6
CC(C)OP(=O)(OC(C)C)C(Nc1ccccc1)c1cccnc1 (stereo not given)
  0	-4	17	18	-2	17	-0.4	9	-23	2	8
CCOC(=O)c1sc(NC(C)=O)c(C(=O)OCC)c1C
  1	7	18	1	3	-12	1.3	4	-3	-20	-16
Cc1cc(Cl)c(OCCOCCN2CCC(C)CC2)c(Br)c1
  0	-4	5	6	-8	5	-0.9	-15	10	-8	16
COc1ccc(-c2noc(CCCC(=O)NC3CCCCC3)n2)cc1OC
  3	-1	-8	17	9	7	-0.8	-15	11	2	6
CCOC(=O)c1cnn2c(C)cc(-c3ccccc3)nc12
  -1	-8	-9	-235	-39	14	5.9	-108	-38	-1	-180
Cc1nc(Cl)c2c(n1)N(CC(N)=O)C(=O)CO2
  -1	2	-10	11	-5	-6	-0.4	7	-2	4	11
O=C(Cc1ccc(NC(=O)C2CCCN(C(=O)c3ccccc3)C2)cc1)Nc1ccc(C(=O)N2CCOCC2)cc1 (stereo not given)
  nt	-4	-43	-18	8	1	-0.6	-4	14	13	10
COC(=O)Cn1ncc2c3ccccc3n(C)c2c1=O
  2	-1	6	-117	-10	11	2.0	-39	-5	-9	-114
Nc1nc(SCC(=O)Nc2ccc(Cl)cc2C(F)(F)F)n[nH]1
  -1	1	17	17	0	9	-0.5	-17	4	-11	5
CC(=O)c1ccc(NC(=S)N2CCN(CCN3C(=O)c4cccc5cccc(c45)C3=O)CC2)cc1
  -2	-6	-25	13	19	7	-2.7	-44	7	4	-8
O=C1OCCC1Sc1nc2ccccc2c(=O)n1Cc1ccc(F)cc1 (stereo not given)
  1	-2	9	25	1	0	0.3	6	19	-9	35
C=CCNC(=S)NNC(=O)COc1cccc(Cl)c1
  0	-3	-3	-3	-11	-3	-3.2	-4	0	10	-8
COc1ccccc1NC(=O)/C(C#N)=C/c1cccnc1
  3	-9	-12	12	15	10	-0.4	-13	9	-2	7
O=C1C=C(c2ccc(C(=O)O)cc2)C[C@@H](c2ccc(Cl)cc2)C1
  3	-6	-3	-70	-21	-8	-1.1	-45	5	-1	-82
COc1ccc(C(=O)CCC(=O)NCCc2c[nH]c3ccccc23)cc1
  0	-13	-15	6	4	12	0.6	-7	-3	3	11
CN(CCOc1ccc(Cl)cc1)C(=O)c1cc([N+](=O)[O-])ccc1N1CCOCC1
  -3	4	-2	7	8	12	-0.4	1	28	0	9
CN(CC1CCCO1)S(=O)(=O)c1ccc(C(=O)N2CCN(c3ccccc3)CC2)cc1 (stereo not given)
  2	5	-10	7	-3	1	2.4	3	7	-4	-1
Cc1ccccc1OCC(=O)OCC(=O)NCCc1ccccc1
  1	1	10	7	-6	0	-0.2	-23	9	-2	11
c1ccc(-c2ncnc3cc4n(c23)CCC4)cc1
  -2	19	15	14	0	-8	-1.8	-10	17	1	16
CC1CC(C)(C)CC2(C1)NC(=O)N(CC(=O)NCCc1c[nH]c3ccccc13)C2=O (stereo not given)
  1	-6	8	21	5	1	0.1	-10	-15	-2	1
CCOC(=O)CN1C(=O)S/C(=C/c2ccc(N3CCCCC3)o2)C1=O
  -1	-3	-4	-3	2	-1	1.2	-1	-1	-2	-6
Cc1ccc(C(=O)Nc2ccc(Cc3ccncc3)cc2)cc1[N+](=O)[O-]
  4	-1	-14	-28	1	-9	-2.2	17	12	2	-39
CCOC(=O)N1CCC(NC(=O)c2cc(S(=O)(=O)N3CCc4ccccc43)cn2C)CC1
  -3	-1	20	22	8	6	-2.4	5	10	-2	16
Cc1ccc(C(=O)NCc2nnc3c(C(F)(F)F)cc(Cl)cn23)o1
  2	7	-8	13	8	6	-0.5	-10	-7	6	8
COc1ccc(C(=O)c2cnc[nH]2)cc1OC
  -2	-3	-4	7	2	-7	-0.1	6	0	-5	15

Compounds above containing four or more nitrogen atoms (13):
Every second line gives: NR2E3 ag-1	LMP1 NFkB inh	CF NFkB inh	Peg3 prom inh	TRPM1 prom inh	C8 TRAIL sens	hiPSC survival	NR2E3 ag-2	Shn3 inh set2	KKLEB tox	HIF-2a inh
Cn1c(=O)c2c(nc(N/N=C/c3cccs3)n2Cc2ccccc2)n(C)c1=O
  1	11	-18	8	11	18	0.7	-13	50	-14	-3
CCCn1nc(C(=O)N2CCN(c3ccccn3)CC2)c2ccccc2c1=O
  nt	2	-20	-4	5	0	-0.2	13	2	6	-6
CCOc1ccc(OCC)c(NC(=O)CSc2nnc(Cn3cnc4ccccc43)n2C)c1
  -1	8	-1	14	2	6	1.7	4	14	-11	11
C[C@H](CO)N1C[C@H](C)[C@H](CN(C)S(C)(=O)=O)OCc2cnnn2CCCC1=O
  nt	3	1	17	nt	-6	-0.9	-1	-8	4	3
CCCCN(C)C(=O)c1nc2ccccn2c1CN1CCC[C@H]1C(=O)OC
  2	4	13	5	4	0	-0.4	-8	-21	-7	7
Cc1ccc2nccc(C(=O)N3CCCC(N4CCN(c5ccc(F)cc5)CC4)C3)c2c1 (stereo not given)
  0	4	6	5	12	10	-0.4	24	-7	-3	19
Cc1nc(Cl)c2c(n1)N(CC(N)=O)C(=O)CO2
  -1	2	-10	11	-5	-6	-0.4	7	-2	4	11
O=C(Cc1ccc(NC(=O)C2CCCN(C(=O)c3ccccc3)C2)cc1)Nc1ccc(C(=O)N2CCOCC2)cc1 (stereo not given)
  nt	-4	-43	-18	8	1	-0.6	-4	14	13	10
Nc1nc(SCC(=O)Nc2ccc(Cl)cc2C(F)(F)F)n[nH]1
  -1	1	17	17	0	9	-0.5	-17	4	-11	5
CC(=O)c1ccc(NC(=S)N2CCN(CCN3C(=O)c4cccc5cccc(c45)C3=O)CC2)cc1
  -2	-6	-25	13	19	7	-2.7	-44	7	4	-8
CC1CC(C)(C)CC2(C1)NC(=O)N(CC(=O)NCCc1c[nH]c3ccccc13)C2=O (stereo not given)
  1	-6	8	21	5	1	0.1	-10	-15	-2	1
CCOC(=O)N1CCC(NC(=O)c2cc(S(=O)(=O)N3CCc4ccccc43)cn2C)CC1
  -3	-1	20	22	8	6	-2.4	5	10	-2	16
Cc1ccc(C(=O)NCc2nnc3c(C(F)(F)F)cc(Cl)cn23)o1
  2	7	-8	13	8	6	-0.5	-10	-7	6	8
